EBI2 antag = EBI2 receptor antagonists, beta-arrestin recruitment, primary screen, cell-based, luminescence, 7a,25-OHC stimulation, uHTS; 360,000 compounds, 0.81% hits; 7a,25-OHC stimulated; inhibition, % at 5 µM; G-protein coupled receptor 183 (Homo sapiens), P32249; in the data active = inhibition above about 38%;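 also: enzyme fragment complementation signal reports receptor beta-arrestin coupling in cells; 0% = agonist plus DMSO wells and 100% = wells without agonist; some results beyond the cut were filed as inactive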
Target sequence (P32249 whole entry, looked up, the tested form may be a part): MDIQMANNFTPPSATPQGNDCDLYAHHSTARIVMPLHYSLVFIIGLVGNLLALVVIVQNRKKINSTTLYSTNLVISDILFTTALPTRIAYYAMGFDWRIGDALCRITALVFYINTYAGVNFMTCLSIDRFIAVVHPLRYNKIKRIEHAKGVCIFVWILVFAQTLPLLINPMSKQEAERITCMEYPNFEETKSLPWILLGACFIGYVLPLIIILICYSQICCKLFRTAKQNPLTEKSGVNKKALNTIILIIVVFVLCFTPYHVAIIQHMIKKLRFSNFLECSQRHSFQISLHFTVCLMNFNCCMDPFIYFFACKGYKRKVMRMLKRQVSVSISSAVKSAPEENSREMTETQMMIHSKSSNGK
APOBEC3G inh = APOBEC3G DNA deaminase inhibitors, primary screen, biochemical, fluorescence, single-stranded DNA substrate, uHTS | DNA dC->dU-editing enzyme APOBEC-3G (Homo sapiens), Q9HC16 | recombinant A3G, ssDNA deamination FAM/TAMRA fluorescence | inhibition, % at 20 µM | 330,000 compounds, 0.28% hits;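 active = inhibition of at least 40% at 20 µM, with no more than 30% in the related APOBEC3A deaminase screen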;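 also: plate controls were DMSO wells with A3G for no effect and wells lacking A3G enzyme for full effect; some compounds called inactive have numbers as strong as hits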
Target sequence (Q9HC16 whole entry, looked up): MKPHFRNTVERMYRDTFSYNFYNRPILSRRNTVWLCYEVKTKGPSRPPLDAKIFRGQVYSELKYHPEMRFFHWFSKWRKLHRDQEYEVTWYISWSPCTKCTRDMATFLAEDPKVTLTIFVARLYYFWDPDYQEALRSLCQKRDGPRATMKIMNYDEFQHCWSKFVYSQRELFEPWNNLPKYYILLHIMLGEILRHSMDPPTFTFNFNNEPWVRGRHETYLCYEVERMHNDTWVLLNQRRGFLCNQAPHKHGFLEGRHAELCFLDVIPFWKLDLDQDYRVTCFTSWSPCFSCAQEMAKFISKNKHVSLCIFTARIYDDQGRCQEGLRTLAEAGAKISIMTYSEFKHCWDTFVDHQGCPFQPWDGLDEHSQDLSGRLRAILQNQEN
NR3A LBD binder = binders of NR3A ligand-binding domain, primary screen, biophysical, differential scanning fluorimetry, uHTS | 340,000 compounds, 2.5% hits | NR3A LBD differential scanning fluorimetry, Tm shift; 0% = protein alone, 100% = glycine-bound protein | Glutamate receptor ionotropic, NMDA 3A (GRIN3A) ligand-binding domain | Tm shift relative to glycine control, % at 25 µM;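 active = melting temperature shift of at least 10% of the positive control shift, at one fixed dose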
MPTP block = mitochondrial permeability transition pore inhibitors, primary screen, biochemical, isolated mouse mitochondria, absorbance. 360,000 compounds, 1.4% hits. inhibition, % at 10 µM. Ca2+ swelling absorbance, 30 min. AID 602449, 2012;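 active = inhibition of 50% or more, scaled per plate between neutral and stimulator controls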;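 also: 0% = DMSO wells given calcium and 100% = 1 mM EGTA wells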
CCR6 antagonist = CCR6 receptor antagonists, primary screen, cell-based, CHO-K1, luminescence, beta-arrestin, uHTS; inhibition, % at 20 µM; C-C chemokine receptor type 6 (Homo sapiens), P51684; AID 493098, 2011; CHO-K1 CCR6 PathHunter beta-arrestin, CCL20-stimulated; 340,000 compounds, 0.49% hits;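 active = compounds whose inhibition of the agonist-driven luminescence signal at 20 µM reaches about 50%, limit read from the data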;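 also: cells stimulated with CCL20 at 14 nM final; plate controls were DMSO with CCL20 for no effect and DMSO without agonist for full effect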
Gli-Sufu block = Gli-Sufu pathway antagonists, primary screen, luciferase luminescence, Sufu-KO-LIGHT cells, uHTS | Sufu-KO-LIGHT fibroblasts, Gli luciferase reporter luminescence | inhibition, % at 5 µM | 340,000 compounds, 0.74% hits;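 active = inhibition above about 55%, limit read from the data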;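 also: 0% = DMSO-treated cells and 100% = wells with medium but no cells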
CXCR6 inh = CXCR6 receptor inhibitors, primary screen, cell-based, beta-arrestin, luminescence, CHO-K1 PathHunter, 1536-well | inhibition, % at 20 µM | 360,000 compounds, 0.36% hits | AID 602244, 2012; in the data active = inhibition above about 34%, passing the limit was not always enough;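 also: antagonist mode with CXCL16 agonist at 10 nM final; 0% = 10 nM CXCL16 with DMSO and 100% = unstimulated wells without agonist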
APOBEC3A inh = APOBEC3A ssDNA deaminase inhibitors, primary screen, selectivity assay for APOBEC3G inhibitor project, biochemical, FAM/TAMRA oligo cleavage fluorescence | 330,000 compounds, 0.41% hits | inhibition, % at 20 µM | AID 493011, 2011 | DNA dC->dU-editing enzyme APOBEC-3A (Homo sapiens), P31941 | recombinant A3A, FAM/TAMRA ssDNA deamination fluorescence;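 active = at least 40% inhibition at 20 µM here, with at most 30% in a related deaminase screen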;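 also: plate controls were A3A with DMSO for no effect and wells lacking A3A enzyme for full effect; some results filed as inactive read as strong as hits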
Target sequence (P31941 whole entry, looked up): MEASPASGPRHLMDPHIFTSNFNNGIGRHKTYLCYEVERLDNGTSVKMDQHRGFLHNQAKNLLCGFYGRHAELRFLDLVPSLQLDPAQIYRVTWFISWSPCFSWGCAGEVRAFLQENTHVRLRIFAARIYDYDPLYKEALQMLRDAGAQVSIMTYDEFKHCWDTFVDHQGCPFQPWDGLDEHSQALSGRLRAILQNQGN
* = called active by the depositor; . = no result given.

Start of the listing, in advance (2 entries):
Each structure is followed by: EBI2 antag, APOBEC3G inh, NR3A LBD binder, MPTP block, CCR6 antagonist, Gli-Sufu block, CXCR6 inh, APOBEC3A inh
COc1ccc(C)cc1N(C(=O)CNC(=O)c1ccco1)C(C(=O)NC1CCCC1)c1cccnc1 (centres undefined)
  6, -9, -2, 1.6, -11, 5, -4, 0
O=C(NC1CCCC1)C(c1cccs1)N(C(=O)c1ccco1)c1ccc2c(c1)OCO2 (centres undefined)
  6, -7, -6, 6.5, 12, -21, -4, -3

All compounds of this part (from the top)
Each structure is followed by: EBI2 antag, APOBEC3G inh, NR3A LBD binder, MPTP block, CCR6 antagonist, Gli-Sufu block, CXCR6 inh, APOBEC3A inh
COc1ccc(C)cc1N(C(=O)CNC(=O)c1ccco1)C(C(=O)NC1CCCC1)c1cccnc1 (centres undefined)
  6, -9, -2, 1.6, -11, 5, -4, 0
O=C(NC1CCCC1)C(c1cccs1)N(C(=O)c1ccco1)c1ccc2c(c1)OCO2 (centres undefined)
  6, -7, -6, 6.5, 12, -21, -4, -3
CCCc1ccc(C2C3=C(CC(C)(C)CC3=O)NC3=C2C(=O)c2ccccc23)cc1 (centres undefined)
  16, -6, 0, 81*, 38, 4, 26, -4
CCCC(=O)Nc1ccc(-c2cnc(-c3ccc(NC(=O)CCC)cc3)nc2)cc1
  0, -2, 3, 1.5, -1, 2, -6, 0
CCNc1cc(=O)n(C)c(=O)n1C
  -4, -8, 3, -4.5, -16, 3, 3, -4
Oc1ccccc1CNCCCNCc1ccccc1O
  -1, -5, -2, 1.8, 6, 13, 9, -2
O=C(N/N=C/c1ccccc1O)c1cccc(C(F)(F)F)c1
  59*, 2, 9, 36, -21, 66*, -6, 3
COC(=O)Cc1c(O)ccn(CCc2c[nH]c3ccccc23)c1=O
  -11, -4, 3, -3.4, 2, -2, 1, -5
O=C(COC(=O)c1ccc(NS(=O)(=O)c2ccc3c(c2)OCCO3)cc1)NC1CC1
  5, -3, 2, -1.2, 18, 5, -8, 0
CCCC1(C(=O)O)NC(c2ccc(OC)cc2O)C2C(=O)N(c3ccc(OC)cc3)C(=O)C21 (centres undefined)
  -5, 0, 0, -1.7, 7, 4, -1, 0
CCOC(=O)N1CCC(=NNc2ccc(S(=O)(=O)N3CCOCC3)cc2[N+](=O)[O-])CC1
  -4, -5, -1, 1.5, -2, 6, -1, 4
N/C(=N\OC(=O)N1CCOCC1)c1ccccc1
  -5, -5, -2, -0.3, 8, -39, -10, 0
COc1ccccc1N(CC(=O)NCC1CCCO1)C(=O)Cn1nnc(-c2cccs2)n1 (centres undefined)
  -3, 0, 0, 0.6, -17, 3, -10, -1
C=C(NC(C)=O)c1c(F)cccc1F
  -5, -10, 1, 0.4, 0, -14, 6, -3
Nc1ccc2c(c1)[nH]c(=O)c1ccccc12
  10, ., 3, -0.3, -16, -1, -15, .
O=Cc1c(Sc2ccccc2)nc2ccccn2c1=O
  -8, -4, 0, 0.4, 1, 11, 4, -2
COCCN=C1N[C@@H](c2cccc(C(F)(F)F)c2)C(C(=O)OC)=C(C)N1Cc1ccccc1
  7, 10, -2, 0.3, 5, -2, 4, 63*
COc1ccc(-n2c(C)c(C)c3c(NCCO)ncnc32)cc1
  -9, -2, 0, -0.3, 8, -34, 6, 3
CN(CCOC(=O)/C=C/c1ccccc1)C(C)(C)C
  -10, -7, -10, 0.9, 2, 9, 10, -3
Cn1c(=O)c2c([nH]c(=S)n2CCCc2ccccc2)n(C)c1=O
  -8, -7, 4, -1.0, -2, 2, 2, -9
O=C1CCC(=O)N1c1cccc(-c2nc3ccccc3o2)c1
  4, -7, 0, 0.0, -2, -1, -1, -4
CN(CC(=O)Nc1ccccc1Cl)C(=O)c1ccc(COc2ccccc2)cc1
  3, -3, 2, -1.8, 0, -7, -3, 5
C=C1C(O)C[C@@H](C(C)C)N(CC(C)C)S1(=O)=O (some centres undefined)
  0, ., -1, -2.4, 1, 0, 12, .
CCOc1ccc(Br)cc1C(=O)Nc1ccc(C(=O)NCC(C)C)cc1
  5, 3, 13*, -20, 22, 21, 9, 2
CC(CC(=O)Nc1ccc(C(N)=O)cc1)c1ccccc1 (centres undefined)
  -11, -3, -4, -0.1, -1, -5, -6, 1
C=CCn1c(CNC(=O)c2ccccc2F)nnc1SCc1nc2ccccc2c(=O)[nH]1
  -4, -8, 1, -0.6, 22, 0, 2, -4
CCCCn1c(SCC(=O)NC2CC2)nc2ccccc2c1=O
  11, -3, 0, -0.5, 6, 10, 0, 6
COc1ccc(Br)cc1CNC(=O)CCNC(=O)Cn1ccc2ccccc2c1=O
  1, -15, 1, 0.7, 0, 35, 0, -1
c1ccc2c(N3CCCCCC3)nc(-c3ccncc3)nc2c1
  -22, 2, -3, -3.2, 13, 7, -2, 0
C=CCNC(=O)CSc1cc([N+](=O)[O-])cc(S(=O)(=O)Cc2ccccc2)c1
  -5, -6, 0, 10, 5, -1, -14, -2
CN(CC(=O)N1CCN(Cc2ccccc2)CC1)C(=O)Cc1cccc2ccccc12
  -1, -6, 1, -1.9, 16, 9, 0, -1
COc1ccc2ccccc2c1CN1CCN(Cc2ccccc2)CC1
  -2, -5, ., 1.0, 5, 6, 4, -1
Cc1ccc(NS(=O)(=O)c2cccc(C(=O)Nc3cc(C)on3)c2)cc1
  1, 2, -2, 5.0, -6, 8, 7, 3
Cc1onc(-c2c(F)cccc2Cl)c1C(=O)NCCc1ccncc1
  0, -9, 7, 0.0, 3, -6, 2, -4
O=C(Nc1cccc2c1CCCC2)c1ccccc1Br
  4, -8, 0, -0.1, 16, 28, 12, 1
C(#Cc1ccc(C#CCN2CCOCC2)cc1)CN1CCOCC1
  -2, -2, 2, -1.3, 7, 6, -5, 6
O=C(COc1ccc2c3c(c(=O)oc2c1)CCCC3)NCc1ccccn1
  -9, 0, 1, 0.4, 9, -12, -2, 2
CCn1cc(CNC(=O)c2cccc([N+](=O)[O-])c2)c(C)n1
  -8, -4, 0, 0.6, -1, -8, 1, 0
COc1ccc(OC)c(C(=O)c2ccc(Cl)cc2)c1
  -7, -5, 0, 3.6, 22, 2, 0, -4
COCc1c(C(=O)OCc2nnc(-c3ccc([N+](=O)[O-])cc3)o2)oc2ccccc12
  -6, 0, 0, -1.6, 6, 5, -6, -1
NS(=O)(=O)c1cccc(NC(=O)COc2ncnc3c2cnn3-c2ccccc2)c1
  8, -7, -2, -1.8, 6, -3, 0, 4
CCOc1ccccc1N(C)C(=O)c1cn(CC)c(=O)c2cc(OC)c(OC)cc12
  -2, -11, -3, -1.1, 3, 23, 0, -3
CCOC(=O)C1=C(C)NC(=S)NC1c1ccsc1 (centres undefined)
  -8, -9, -1, 0.5, -1, 6, -3, -5
Nc1nc(Nc2ccc(Cl)cc2)c(NC=O)c(=O)[nH]1
  6, 1, 1, 0.5, 0, 4, -9, 1
COc1ccc(NC(=O)CCCc2ccc(OC)c(C)c2)cc1
  8, 6, -40, 1.4, -5, 8, -1, -6
COc1cc(/C=N/NC(=O)c2cccs2)ccc1O
  2, -5, 0, 0.5, 3, 5, 0, 0
CCN(CC)S(=O)(=O)c1ccc2c(c1)nc(CCC(=O)Nc1ccc3c(c1)OCO3)n2C
  -21, -1, -3, 0.7, 20, -2, 2, 0
CC(=Nc1cc(C(=O)c2ccccc2)ccc1N)C1=C(O)CC(C)(C)CC1=O
  -8, -3, 1, -0.3, 10, 4, -2, -2
COc1cc(Cl)c(C)cc1NC(=O)CN(C)C1CCS(=O)(=O)C1 (centres undefined)
  -4, -3, 2, -0.3, 13, -10, 12, -4
COc1cccc2sc(Nc3nc4ccc(NC(C)=O)cc4s3)nc12
  22, ., 31*, 4.7, 1, 29, -13, .
Nc1ccc(CCS(N)(=O)=O)cc1
  2, -4, 0, 0.2, -10, 4, 3, 1
NC1(C(=O)O)CCCCC1c1ccccc1 (centres undefined)
  -6, ., -2, -1.0, 10, 5, -3, .
COC(=O)/C(=N\OCc1ccc(C#N)cc1)c1c(C)nn(C)c1C
  -3, -7, 1, -1.1, 8, -6, 2, 0
CC(C)[Si]1(C(C)C)OCC2OC(n3cnc4c(N)ncnc43)C(N)C2O[Si](C(C)C)(C(C)C)O1 (centres undefined)
  -19, ., -3, 1.4, 2, 9, -10, .
COCCCNC(=O)CSc1nc2ccccc2c(=O)n1CCCC(=O)NCC1CCCO1 (centres undefined)
  6, -5, 0, 0.5, 2, -9, 1, -1
O=C(NCc1ccccc1)c1ccc2c(c1)S(=O)(=O)c1cc(Cl)ccc1C2=O
  -45, -10, -1, -0.4, -12, 4, -19, -4
CCOC(=O)c1sc(NC(=O)c2ccc(CC)s2)nc1C
  5, -1, -2, 0.9, 1, -119, 0, 2
Oc1ccc(CNc2ccc(F)cc2)c2cccnc12
  -1, 5, -10, 1.4, -6, 0, -12, 3
O=C(Nc1ccc(-n2cc(Cl)cn2)cc1)c1ccncc1
  -2, -9, -5, 0.3, 12, -3, -3, 0
COc1ccc(C2CC(=O)C3=C(C2)NC(C)=C(C(=O)Nc2ccccc2C)C3c2coc3ccc(C)cc3c2=O)cc1OC (centres undefined)
  24, -6, -14, -0.8, 16, 17, 12, -4

Single records (already shown). Order of values: EBI2 antag	APOBEC3G inh	NR3A LBD binder	MPTP block	CCR6 antagonist	Gli-Sufu block	CXCR6 inh	APOBEC3A inh
`C(#Cc1ccc(C#CCN2CCOCC2)cc1)CN1CCOCC1` across the screens: -2	-2	2	-1.3	7	6	-5	6
`COCc1c(C(=O)OCc2nnc(-c3ccc([N+](=O)[O-])cc3)o2)oc2ccccc12` across the screens: -6	0	0	-1.6	6	5	-6	-1

(cont.)
| Compound | EBI2 antag | APOBEC3G inh | NR3A LBD binder | MPTP block | CCR6 antagonist | Gli-Sufu block | CXCR6 inh | APOBEC3A inh |
| --- | --- | --- | --- | --- | --- | --- | --- | --- |
| COc1ccccc1CC(=O)N1CCCc2cc(C)ccc21 | 10 | 22 | -3 | -0.1 | 6 | -1 | 9 | -6 |
| Cc1cc(C(=O)N2CCc3ccccc3C2)on1 | 1 | -9 | -2 | -0.7 | 15 | 2 | -1 | -1 |
| C=CCN(C(=O)CCC(=O)Nc1cc(C)on1)C(C(=O)NC(C)(C)C)c1cccc(OC)c1OC (centres undefined) | 13 | -4 | 401* | 1.1 | 4 | 1 | 1 | 3 |
| O=C(N/N=C/c1ccco1)c1cc(-c2cccc(Br)c2)nc2ccccc12 | 1 | 0 | 12* | 5.5 | -9 | 4 | 8 | 2 |

In the list so far, these contain bromine.
| Compound | EBI2 antag | APOBEC3G inh | NR3A LBD binder | MPTP block | CCR6 antagonist | Gli-Sufu block | CXCR6 inh | APOBEC3A inh |
| --- | --- | --- | --- | --- | --- | --- | --- | --- |
| CCOc1ccc(Br)cc1C(=O)Nc1ccc(C(=O)NCC(C)C)cc1 | 5 | 3 | 13* | -20 | 22 | 21 | 9 | 2 |
| COc1ccc(Br)cc1CNC(=O)CCNC(=O)Cn1ccc2ccccc2c1=O | 1 | -15 | 1 | 0.7 | 0 | 35 | 0 | -1 |
| O=C(Nc1cccc2c1CCCC2)c1ccccc1Br | 4 | -8 | 0 | -0.1 | 16 | 28 | 12 | 1 |
| O=C(N/N=C/c1ccco1)c1cc(-c2cccc(Br)c2)nc2ccccc12 | 1 | 0 | 12* | 5.5 | -9 | 4 | 8 | 2 |
